Bioassay records as filed in PubChem BioAssay.
KOR beta-arrestin-1: kappa opioid receptor blockers – cell-based, luminescence, uHTS (AID 1778); KOR beta-arrestin recruitment, luminescence, antagonist mode; higher % means a stronger effect; inhibition, % at 10 µM, or IC50 in µM where a hit was titrated; hit rate 0.091% among 290,000; in the data active means inhibition above about 50%; further: strong numbers were not always called active
GPR35 arrestin U2OS: GPR35 antagonists blocking zaprinast-driven arrestin recruitment, primary screen, imaging, U2OS, beta-arrestin-GFP, zaprinast agonist (AID 2058); hit rate 0.052% among 290,000; one-dose inhibition, % at 10 µM; IC50 in µM for titrated hits; U2OS GPR35 beta-arrestin-GFP translocation imaging, zaprinast antagonism; higher % means a stronger effect;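 active means inhibition of at least 50% with at least 30 cells and total cytoplasm GFP at most 10,000,000; inconclusive means under 30 cells or total GFP of 10,000,000 plus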
PhoP inhibition: PhoP-dependent GFP reporter repression – Salmonella Typhimurium, primary screen (AID 1863). S. Typhimurium PhoP-regulated promoter GFP reporter, 4 h; higher % means a stronger effect. one-dose inhibition, % at 50 µM; IC50 in µM for titrated hits. hit rate 0.16% among 300,000;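 active means inhibition over 29.93%, a cutoff 3 SD above the screen mean, later confirmed by dose response; inconclusive means inhibition over 29.93% but no dose response follow-up; inactive means inhibition at most 29.93% or unconfirmed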;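 further: 0% = low Mg2+ inducing control and 100% = high Mg2+ repressing control; strong numbers were not always called active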
NTR1 ag: NTR1-driven beta-arrestin-GFP spot formation – imaging, U2OS cells, high content, primary screen (AID 493036); hit rate 0.17% among 330,000; activation, % at 20 µM; agonist mode; P30989;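 active means activation at or above 40% of the spot to cytoplasm intensity ratio, with at least 20 cells analyzed; inconclusive means wells under 20 cells, flagged as cytotoxic or low count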;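 further: 0% = DMSO without peptide and 100% = 100 nM NTR1 peptide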
Target sequence (P30989 whole entry, looked up): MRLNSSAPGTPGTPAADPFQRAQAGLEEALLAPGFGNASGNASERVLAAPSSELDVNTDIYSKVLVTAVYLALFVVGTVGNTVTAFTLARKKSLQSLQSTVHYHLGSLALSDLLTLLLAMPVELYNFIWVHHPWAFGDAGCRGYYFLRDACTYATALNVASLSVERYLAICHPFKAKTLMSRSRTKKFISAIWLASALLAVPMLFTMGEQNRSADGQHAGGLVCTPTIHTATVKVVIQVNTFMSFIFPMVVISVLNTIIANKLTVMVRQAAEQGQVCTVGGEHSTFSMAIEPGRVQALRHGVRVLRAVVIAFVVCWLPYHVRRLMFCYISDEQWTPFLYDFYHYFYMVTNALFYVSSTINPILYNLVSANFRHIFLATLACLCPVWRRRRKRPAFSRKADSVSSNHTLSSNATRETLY
GPR55 activation: selective activators of receptor GPR55 – imaging, U2OS cells, beta-arrestin-GFP redistribution, primary screen (AID 1961). one-dose activation, % at 10 µM; EC50 in µM for titrated hits. U2OS GPR55 beta-arrestin-GFP redistribution imaging; higher % means a stronger effect. hit rate 0.048% among 290,000;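 active means activation above 40% with more than 50 cells counted in the well; inconclusive means wells holding fewer than 50 cells, flagged as toxic or sparse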;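 further: U2OS osteosarcoma cells stably expressing GPR55 and beta-arrestin-GFP; plate controls were DMSO negative control for no effect and LPI positive control for full effect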
West Nile virus CPE: West Nile virus antiviral activity, cell-based, CPE readout (AID 1621) | West Nile virus-infected cells, CPE inhibition; higher % means a stronger effect | CPE inhibition, % at 10 µM; hits with a dose series show IC50 in µM | hit rate 0.02% among 290,000; in the data active means a potency from the dose series; inconclusive means CPE inhibition mostly from about 3.7% at the one dose, without a potency; inactive means the rest, 99 in 100 with CPE inhibition below about 2.2%; further: strong numbers were not always called active
KOR beta-arrestin-2: kappa opioid receptor activators – cell-based, luminescence, uHTS, primary screen (AID 1777) | KOR beta-arrestin recruitment, luminescence; higher % means a stronger effect | one-dose activation, % at 10 µM; EC50 in µM for titrated hits | hit rate 0.02% among 280,000; in the data active means activation above about 50%, passing the limit was not always enough; further: a part of the inactive calls stands beside numbers as strong as those of hits
T cell HTS: modulates CD8 T cell binding to vesicles; hit rate 0.068% among 330,000; calls only at 7 µM; 2C CD8+ T cell-vesicle binding, flow cytometry; stronger effect = lower value;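 active means response, share of CD8 T cells binding vesicles, and their 90th percentile fluorescence all below set limits, cut at about 80% in these data, passing the limit was not always enough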
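Incubation: binding step 1.5 h, 37 °C, antibody labelling 20 min, ice; system: murine 2C transgenic CD8+ T lymphocytes; technique: cytometric PE anti-B7-1 and Alexa647 anti-CD8 signals after 1% paraformaldehyde fixation; also added: QL9-charged Drosophila Ld/ICAM-1/B7-1 vesicles; control set: naked versus QL9-loaded vesicles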
GPR55 antagonists: inhibition of LPI-stimulated GPR55 beta-arrestin translocation – imaging, U2OS, beta-arrestin-GFP, LPI agonist, primary screen (AID 2013); U2OS GPR55 beta-arrestin-GFP translocation imaging, LPI antagonism; higher % means a stronger effect; inhibition, % at 10 µM; hits with a dose series show IC50 in µM; hit rate 0.13% among 290,000;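 active means spots per cell inhibited over 60%, with over 100 cells counted and total cytoplasm intensity under 500,000; inconclusive means wells with under 100 cells, flagged as likely toxic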;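 further: U2OS cells stably carrying GPR55 and arrestin-GFP stimulated by 5 µM LPI near EC80; imaged beta-arrestin-GFP aggregate spots per cell after agonist stimulation; plate controls were LPI-stimulated DMSO wells for no effect and DMSO wells without LPI for full effect; some results filed as inactive read as strong as hits; confirmed hits need IC50 under 10 µM and bright autofluorescent wells are also inconclusive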
T cell HTS vesicle-bound %: also measured in T cell HTS; calls as there; double positive events, %; measured here: CD8+ vesicle-bound cell fraction;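 binding gate set so that unloaded-vesicle control wells show 10% double positive cells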
NTR1 ag cell count 20 µM: second read-out of NTR1 ag, no call of its own (marks repeat the call); cell count; measured here: cell count, cytotoxicity flag
An asterisk follows results filed as active; i = inactive; ? = inconclusive; nt = no result given; [ ] = remark or other dose. Compounds as they come; any-hit rate near 0.62%.

SMILES	KOR beta-arrestin-1	GPR35 arrestin U2OS	PhoP inhibition	NTR1 ag	NTR1 ag cell count 20 µM	GPR55 activation	West Nile virus CPE	KOR beta-arrestin-2	T cell HTS	T cell HTS vesicle-bound %	GPR55 antagonists
CCC1CCCCN1C(=O)CSc1nc(N)cc(=O)[nH]1 (stereo unspecified)	-16%	-6%	3%	-0.4	58	-0.1%	-0.8%	-4.4%	i	39	8%
O=C(Nc1nc2c(s1)CCCC2)c1nn(Cc2ccccc2)c(=O)c2ccccc12	1%	8%	-9%	3.1	43	?	-0.7%	-2.5%	i	50	14%
Cc1ccc(S(=O)(=O)Nc2ccc(NC(=O)c3cccnc3)cc2)cc1	0%	26%	-10%	-1.5	31	-0.2%	0.3%	nt	i	18	-9%
CS(=O)(=O)Nc1ccccc1C(=O)NC1CC2CCC1C2 (stereo unspecified)	22%	-2%	-6%	0.2	76	-0.1%	-0.4%	1.8%	i	56	-5%
COCCn1c(=S)[nH]c2ncccc2c1=O	24%	4%	23%	-1.0	87	-0.1%	0.2%	-3.9%	i	37	-4%
COc1ccc(NC(=O)C2CC(=O)N(C)C(=Nc3ccc4c(c3)OCO4)S2)cc1 (stereo unspecified)	nt	nt	0%	1.0	56	nt	0.1%	nt	i	15	nt
Cc1ccc(OCC(=O)Nc2cccc(S(=O)(=O)N3CCCCCC3)c2)c([N+](=O)[O-])n1	-17%	-8%	-1%	4.0	68	0.3%	-0.1%	-0.8%	i	55	1%
COc1cc(C(=O)Nc2cccc3ncccc23)cc(OC)c1OC	-105%	8%	3%	-0.7	56	-0.4%	0.3%	-3.7%	i	8	7%
COc1ccccc1NC(=O)c1cc(C(=O)Nc2ccccc2OC)cc(N2C(=O)CCC2=O)c1	-15%	-7%	-12%	0.8	60	0.4%	0.3%	4.3%	i	39	7%
O=C(CCCl)Nc1ccc(S(=O)(=O)NCc2ccco2)cc1	20%	1%	3%	1.5	53	-1.9%	0.0%	0.7%	i	47	1%
CC(C)(C)c1ccc(C2C(C(=O)c3ccco3)=C(O)C(=O)N2CC2CCCO2)cc1 (stereo unspecified)	-18%	-11%	-4%	-0.5	51	-0.2%	-0.6%	-1.1%	i	40	4%
COc1ccc(S(=O)(=O)N2CCN=C2SCc2cccc(F)c2)cc1	-14%	0%	0%	1.1	71	-0.1%	-0.7%	0.4%	i	5	1%
Cc1c(C(=O)Nc2ccc(Br)cc2)cnn1C	-36%	-9%	3%	-2.7	51	-0.2%	-0.6%	1.8%	i	3	-12%
Cc1cccn2c(=O)c(/C=N/O)c(N3CCCCC3)nc12	-47%	9%	4%	4.0	34	-0.3%	0.4%	3.2%	i	13	2%
C=CCNC(=S)/N=c1/ccccn1CCC	-30%	-13%	-16%	-0.8	31	-0.3%	0.8%	0.8%	i	30	6%
COc1ccc(N2CCN(CCCNC(=O)Cn3c(=O)c4cccn4c4ccccc43)CC2)cc1	48%	7%	5%	-0.4	60	0.3%	0.2%	-3.7%	i	31	1%
COc1cccc(S(=O)(=O)NCc2ccc(C(=O)Nc3ccc(Cl)c(Cl)c3)cc2)c1	9%	4%	-6%	0.2	68	0.2%	0.1%	1.6%	i	61	1%
COC(C[C@H]1O[C@H]1[C@@H](O)[C@H](C)OCc1ccccc1)OC	-6%	4%	-4%	-0.6	77	-0.1%	0.0%	0.2%	nt	nt	0%
O=C(CSc1nncc2ccccc12)Nc1ccc(F)cc1	-13%	3%	2%	0.5	45	0.0%	-0.7%	2.9%	i	26	7%
Cn1nnc2c(sc3nc(N4CCOCC4)c4c(c32)CCCC4)c1=O	21%	5%	-1%	5.0	66	-0.1%	-0.8%	-4.1%	i	42	-6%
Nc1ccc2nn(-c3cccc4ccccc34)nc2c1	-2%	-14%	28%	0.5	71	-0.1%	0.5%	-3.6%	i	59	-3%
S=C(c1ccc[nH]1)N1CCOCC1	24%	-7%	4%	-2.2	91	0.1%	1.7%	-0.6%	i	53	7%
COc1cc(C2C(C#N)=C(N)Oc3cc4c(cc32)OCO4)cc(OC)c1OC (stereo unspecified)	-193%[20 µM]	11%	-5%	4.6	58	-0.1%	-1.0%	nt	i	30	-16%
C=CCN(CC(=O)NCc1ccc(F)cc1)C(=O)c1csnn1	27%	-9%	6%	-1.7	87	-0.4%	-0.5%	-3.3%	i	12	0%
CN(c1ccc(C(=O)NCc2cccnc2)cc1)S(=O)(=O)c1ccc(Cl)cc1	-19%	-15%	-5%	0.4	88	-0.2%	-1.6%	6.1%	i	21	-9%

Rewritten with two lines to a compound: 4 of the compounds above.
Fields: KOR beta-arrestin-1 | GPR35 arrestin U2OS | PhoP inhibition | NTR1 ag | NTR1 ag cell count 20 µM | GPR55 activation | West Nile virus CPE | KOR beta-arrestin-2 | T cell HTS | T cell HTS vesicle-bound % | GPR55 antagonists
C=CCNC(=S)/N=c1/ccccn1CCC
    -30% | -13% | -16% | -0.8 | 31 | -0.3% | 0.8% | 0.8% | i | 30 | 6%
O=C(CCCl)Nc1ccc(S(=O)(=O)NCc2ccco2)cc1
    20% | 1% | 3% | 1.5 | 53 | -1.9% | 0.0% | 0.7% | i | 47 | 1%
COc1cccc(S(=O)(=O)NCc2ccc(C(=O)Nc3ccc(Cl)c(Cl)c3)cc2)c1
    9% | 4% | -6% | 0.2 | 68 | 0.2% | 0.1% | 1.6% | i | 61 | 1%
O=C(Nc1nc2c(s1)CCCC2)c1nn(Cc2ccccc2)c(=O)c2ccccc12
    1% | 8% | -9% | 3.1 | 43 | ? | -0.7% | -2.5% | i | 50 | 14%

Remaining list, next part
SMILES	KOR beta-arrestin-1	GPR35 arrestin U2OS	PhoP inhibition	NTR1 ag	NTR1 ag cell count 20 µM	GPR55 activation	West Nile virus CPE	KOR beta-arrestin-2	T cell HTS	T cell HTS vesicle-bound %	GPR55 antagonists
Cc1cccc(N(C)C(=O)c2cnn(-c3ccccc3)c2C)c1	-3%[20 µM]	-2%	-5%	1.4	61	-0.1%	1.4%	2.1%	i	50	13%
O=C(Nc1sc2c(c1C(=O)O)CCCC2)c1cccs1	-26%	18%	0%	0.6	74	0.1%	0.1%	-2.0%	i	35	22%
CC(C)COc1ccc(C(=O)N/C(=C/c2cccc([N+](=O)[O-])c2)C(=O)O)cc1	-9%	2%	2%	2.5	61	-0.1%	1.1%	4.6%	i	27	-5%
C=CCn1c(=O)/c(=C/c2ccc(C)o2)s/c1=C(/C#N)C(=O)c1ccccc1	16%	-10%	-8%	-1.9	84	0.1%	-1.1%	-6.0%	i	17	-1%
CCOC(=O)c1ccc(OC(=O)CCCCCN=C(N)N)cc1	nt	nt	7%	-1.3	57	nt	-0.1%	nt	i	43	nt
CCOc1ccc(NC(=S)N(Cc2ccc(Cl)cc2)Cc2ccco2)cc1	-58%	-2%	-4%	2.8	48	-0.1%	-0.4%	1.6%	i	22	32%
O=S(=O)(/N=C(/Nc1ccccn1)c1ccccc1)c1ccccc1	-20%	3%	-4%	1.0	49	0.0%	-0.2%	-0.9%	i	18	-6%
Cc1ccc(C)c(N2CCN(C(=O)C3CCN(c4nc(C)cc(C)n4)CC3)CC2)c1	12%	0%	3%	2.7	61	0.3%	1.9%	nt	i	43	11%
COc1ccc(Cn2c(SC)nc3ccccc32)cc1[N+](=O)[O-]	0%	19%	4%	0.8	73	-0.2%	-0.3%	2.2%	i	35	9%
OCCNCc1cc(Br)ccc1OCc1ccccc1	15%	-10%	15%	1.2	38	-0.1%	-0.9%	0.7%	i	39	-2%
Cc1ccc2cc(C)c(NCCO)nc2c1	9%	-7%	19%	0.5	53	0.6%	-0.1%	-0.2%	i	16	9%
CCOc1ccc(CC(=O)Nc2ccc(-c3ccc4nnc(C)n4n3)cc2)cc1	-31%	-12%	-7%	0.0	52	-0.6%	-0.1%	1.0%	i	37	5%
FC(F)(F)c1ccccc1-n1c(-c2ccco2)n[nH]c1=S	-38%[20 µM]	10%	7%	0.1	54	-0.1%	-0.9%	-4.1%	i	31	1%
O=C(/C=C/c1cccc(Cl)c1)NCc1cccs1	-35%	12%	7%	2.1	82	-0.1%	0.5%	8.0%	i	34	-12%
CCc1ccccc1NC(=O)Nc1cccn(Cc2ccccc2F)c1=O	6%	8%	5%	2.6	53	0.4%	-0.8%	-0.9%	i	40	20%
COc1ccc(CC(=O)Nc2c3c(nn2-c2cccc(Cl)c2)CS(=O)(=O)C3)cc1	35%	23%	-12%	-0.8	89	-0.1%	0.4%	-5.9%	i	55	3%
Cc1cc(N2CCC(C(=O)Nc3ccc(F)cc3)CC2)nc(-c2ccccc2)n1	-42%	-14%	2%	4.7	61	-0.1%	-0.9%	8.9%	i	36	5%
O=C(CSc1nc2ccccc2[nH]1)Nc1ccc2c(c1)OCCO2	-29%	0%	12%	-0.4	40	0.2%	1.4%	1.4%	i	20	-4%
COc1ccc(Br)cc1C(C[N+](=O)[O-])c1c(N)n(C)c(=O)n(C)c1=O (stereo unspecified)	-35%	2%	24%	2.4	64	-0.2%	?	6.4%	i	4	-9%
Cc1ccc(C)c2[nH]c(=O)c(CCNC(=O)c3ccc(S(=O)(=O)N(C)C)cc3)cc12	-24%	19%	6%	-2.4	58	-0.3%	0.2%	-1.5%	i	38	-6%
Cc1cc(C(=O)N[C@H](c2ccccc2)[C@@]2(C)C[C@@H]2[C@@H](C)C(=O)Nc2ccc3ccccc3c2)n(C)n1	14%	-12%	9%	5.8	78	-0.1%	1.1%	0.2%	i	13	15%
Cc1ccc2c(c1)c1ncnc(N3CCC4(CC3)OCCO4)c1n2C	-18%	2%	-3%	nt	nt	-0.2%	0.7%	0.8%	nt	nt	-3%
O=C1/C(=C\c2ccc(Br)o2)Cc2ccccc21	-6%	-1%	-4%	0.7	110	-0.1%	-0.4%	0.3%	i	58	12%
